TPT1 inh: inhibitors of Candida albicans tRNA 2'-phosphotransferase TPT1; AID 1962; inhibition, % at 5 µM; recombinant caTPT1, FP RNA substrate dephosphorylation; 300,000 compounds, 0.81% hits;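 active means inhibition above the mean of all tested compounds plus 3 SD, set per screening campaign, cut at about 24% in these data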;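 further: plate controls were DMSO alone for no effect and ferristatin control at 100 nM for full effect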
Efflux pump inh: inhibitors of Candida antifungal efflux pumps expressed in yeast | S. cerevisiae Candida pump triplex, Nile Red efflux | inhibition, % at 10 µM | AID 485275 | 330,000 compounds, 0.44% hits;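 active means plate passing quality check with inhibition over a set limit, or well fluorescence over plate mean plus 4 SD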;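 further: Nile Red retained in pooled yeast measured as flow cytometry median fluorescence; 0% = buffer negative control and 100% = Enniatin B positive control; higher means more Nile Red kept so more efflux inhibition; some compounds called inactive have numbers as strong as hits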
EBNA-1 inhibitor: blocks EBNA-1 binding to DNA | AID 1950 | inhibition, % at 14.8 µM | 300,000 compounds, 0.34% hits | EBNA-1 DNA binding, fluorescence polarization; in the data active means inhibition above about 28%
ZTA counter: counter-screen for EBNA-1 inhibitors: inhibitors of Epstein-Barr virus ZTA; P03206; ZTA-DNA binding, fluorescence polarization; inhibition, % at 11 µM; 320,000 compounds, 0.15% hits; in the data active means inhibition above about 33%
Target sequence (P03206 whole entry, looked up): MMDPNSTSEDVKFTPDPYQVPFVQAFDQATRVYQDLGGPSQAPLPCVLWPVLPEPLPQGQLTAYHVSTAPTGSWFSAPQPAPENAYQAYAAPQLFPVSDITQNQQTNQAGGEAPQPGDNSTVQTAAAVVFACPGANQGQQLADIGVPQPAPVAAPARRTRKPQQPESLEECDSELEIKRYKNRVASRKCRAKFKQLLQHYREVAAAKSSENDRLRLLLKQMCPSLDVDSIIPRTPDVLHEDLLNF
HCV core dimer: HCV core protein dimerization inhibition; inhibition, % at 5 µM; TR-FRET GST/Flag-core106 dimerization, 1536-well; 300,000 compounds, 0.33% hits; AID 1899;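 active means inhibition above the mean of all tested compounds plus 3 SD, set per screening campaign, cut at about 45% in these data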
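Assay system: Tagged HCV core106 pair (GST and Flag) | Buffer or medium: KF-containing HEPES buffer, pH 7.45, DTT, CHAPS, BSA | Also added: Eu donor and XL665 acceptor anti-tag antibodies | Dosing: One concentration, 5 µM, in 0.5% DMSO | Timing: 4 h at 22.5 °C | Technique: TR-FRET 671 and 617 nm emission | Repeats: Singlicate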
PREPL inhibitor: human PREPL enzyme inhibition | inhibition, % at 5.96 µM | recombinant PREPL, fluorescence polarization activity-based probe | 320,000 compounds, 0.68% hits | AID 2751; in the data active means inhibition above about 43%;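 further: 0% = enzyme with DMSO and 100% = wells lacking enzyme; many of its hits are not listed in these tables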
PP1 counter: PP1-alpha (human) inhibition in PP5 counter-screen; 320,000 compounds, 0.9% hits; inhibition, % at 6.7 µM; purified PP1alpha, OMFP fluorescence;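 active means inhibition above the mean inhibition of all tested compounds plus 3 SD, computed separately for each screening campaign, cut at about 15% in these data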
Target sequence (P62136 whole entry, looked up): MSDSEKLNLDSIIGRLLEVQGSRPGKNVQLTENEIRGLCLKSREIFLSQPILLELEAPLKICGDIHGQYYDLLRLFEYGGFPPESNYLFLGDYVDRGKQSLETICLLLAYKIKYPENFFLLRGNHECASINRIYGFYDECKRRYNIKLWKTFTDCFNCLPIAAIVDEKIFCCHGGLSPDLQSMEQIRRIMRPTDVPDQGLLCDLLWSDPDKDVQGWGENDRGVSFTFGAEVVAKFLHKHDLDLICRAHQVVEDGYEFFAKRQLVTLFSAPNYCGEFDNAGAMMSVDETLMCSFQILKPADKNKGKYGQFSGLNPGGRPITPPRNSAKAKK
PP5 primary: inhibitors of human protein phosphatase 5 (PP5); purified PP5c, OMFP substrate fluorescence; inhibition, % at 6.7 µM; 320,000 compounds, 0.18% hits; AID 1987;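 active means inhibition above the campaign's mean inhibition across all tested compounds plus 3 SD, cut at about 9.5% in these data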;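 further: 0% = DMSO only and 100% = 100 µM cantharidin control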
Target sequence (P53041 whole entry, looked up): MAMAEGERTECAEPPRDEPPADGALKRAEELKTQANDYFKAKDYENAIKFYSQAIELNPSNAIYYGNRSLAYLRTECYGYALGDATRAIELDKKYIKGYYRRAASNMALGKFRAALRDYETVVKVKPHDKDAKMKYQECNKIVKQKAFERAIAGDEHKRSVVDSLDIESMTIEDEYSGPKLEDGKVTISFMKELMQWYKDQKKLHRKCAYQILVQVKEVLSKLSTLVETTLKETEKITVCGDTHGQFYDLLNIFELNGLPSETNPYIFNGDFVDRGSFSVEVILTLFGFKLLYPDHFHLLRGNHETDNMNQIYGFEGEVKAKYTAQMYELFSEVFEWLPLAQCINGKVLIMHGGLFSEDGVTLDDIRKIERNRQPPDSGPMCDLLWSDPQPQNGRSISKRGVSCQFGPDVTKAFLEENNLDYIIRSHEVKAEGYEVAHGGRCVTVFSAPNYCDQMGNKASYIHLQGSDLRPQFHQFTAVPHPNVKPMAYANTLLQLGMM
CTSL1 counter: blocks F. hepatica cathepsin L1 in PFM18AAP counter-screen | AID 1906 | recombinant F. hepatica cathepsin L1, Z-Leu-Arg-MCA fluorescence | inhibition, % at 5.96 µM | 300,000 compounds, 0.49% hits;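 active means inhibition above the mean of all tested compounds plus 3 SD, set per screening campaign, cut at about 17% in these data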;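 further: 0% = plate median of test compound wells and 100% = 1 µM Z-Phe-Ala-diazomethylketone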
Active calls of the source: *; . = no result given. A portion of the library; count on the stated rates, not on these rows.

SMILES	TPT1 inh	Efflux pump inh	EBNA-1 inhibitor	ZTA counter	HCV core dimer	PREPL inhibitor	PP1 counter	PP5 primary	CTSL1 counter
O=C(/C=C/c1ccco1)NC(=S)Nc1ccccc1O	10	-0.1	-1	-3	0	9	1	-0.3	7
CC(NC(=O)C1CC=CCC1C(=O)O)C1CC2CCC1C2 (stereo not given)	-1	0.1	-12	-17	2	2	0	2.3	-1
Cc1ccc(N)cc1S(=O)(=O)N(C)C	2	0.2	-10	-1	3	11	-12	0.2	-2
Cc1cccc(NC(=O)CCN2CCN(C)CC2)c1	0	0.0	11	12	8	-3	-4	-2.8	-5
CCNc1nc(NCC)nc(SCCOC(=O)Nc2ccc(Cl)cc2Cl)n1	-2	0.3	4	10	2	3	5	6.2	0
CC(CCc1ccco1)NC(=O)Nc1cccc(F)c1 (stereo not given)	-3	0.0	7	8	-1	-1	-1	0.5	-2
Cc1c(C(=O)NCc2cccnc2)oc2ccc(S(=O)(=O)N3CC(C)CC(C)C3)cc12 (stereo not given)	1	-0.1	-6	6	4	-9	-2	1.1	-5
CCCc1nc2c(c(=O)c3ccccc3n2C)c(=O)n1-c1cc(C)cc(C)c1	-2	0.1	7	3	16	0	0	-2.7	1
O=C(c1ccc(Cl)cc1)N(c1ccccn1)C1CCCCC1	1	0.1	-4	-2	-3	6	-6	-0.2	-1
O=C(C1CCN(S(=O)(=O)c2ccccc2F)CC1)N1CCc2ccccc2C1	5	-0.1	-5	9	5	10	-9	0.9	1
COc1ccc(C2/C(=C(\O)c3ccc4c(c3)OCCO4)C(=O)C(=O)N2CCCN(C)C)cc1 (stereo not given)	1	0.0	0	-10	3	9	2	2.6	0
O=C1CC2(CCN(S(=O)(=O)c3ccccc3)CC2)Oc2ccccc21	-2	-0.1	5	-2	5	-4	-3	-2.2	2
Cc1csc(NC(=O)c2ccco2)c1C(=O)c1ccccc1	0	0.0	6	0	4	0	-2	-2.8	3
O=C(CCC(=O)N1CCN(c2cccc(Cl)c2)CC1)N1CCN(c2ccccc2)CC1	-3	0.2	-2	1	-1	34	1	-2.4	3
COCCn1c(SCc2cnc(-c3ccccc3)s2)nnc1-c1ccncc1	3	-0.2	3	-4	1	7	2	0.2	3
Nc1ccc2nc(N3CCOCC3)sc2c1	3	0.0	1	-3	-7	46*	-2	0.0	9
CCOc1ccc(NS(=O)(=O)c2ccc(C(=O)NCC(c3ccco3)N3CCCC3)cc2)cc1 (stereo not given)	.	-0.2	.	-7	.	4	-2	0.7	.
O=C(NCCN1C(=O)S/C(=C/c2cccnc2)C1=O)C1=NN(c2ccccc2)C(=O)CC1	.	0.2	.	-7	.	1	-2	2.0	.
CC(=O)Nc1ccc(NC(=O)c2ccc(CN3CCc4ccccc4C3)cc2)cc1	0	0.0	-7	-22	-7	4	1	0.3	1
Cc1nc(-c2cccs2)ccc1C(=O)O	-5	-0.2	6	12	-1	29	-1	0.1	1
Cc1cccc(NC(=O)c2ccc(Cl)c(S(=O)(=O)N3CCCCCC3)c2)n1	.	-0.2	.	3	.	-6	2	2.4	.
CCOC(=O)c1c(C)c(C(=O)N2CCc3ccccc3C2)c(C)n1CC	-3	-0.2	6	14	2	25	-1	-0.9	4
CC1CC(C)(C)NC(=S)N1CCCC(=O)Nc1ccccc1F (stereo not given)	1	0.7	-9	5	2	12	-3	-0.1	-1
O=[N+]([O-])c1cccc(S(=O)(=O)N2CCN(S(=O)(=O)N3CCOCC3)CC2)c1	-1	0.0	-1	8	-3	-8	-4	1.6	0
CCn1c(SCC(=O)Nc2ccccc2C)nnc1-c1ccccc1O	2	0.4	-9	14	-10	11	-7	3.6	-4

Next part.
SMILES	TPT1 inh	Efflux pump inh	EBNA-1 inhibitor	ZTA counter	HCV core dimer	PREPL inhibitor	PP1 counter	PP5 primary	CTSL1 counter
CCOc1cc(NC(=O)c2ccccn2)c(OCC)cc1NC(=O)c1ccc(OC)cc1	-3	-0.1	-4	-10	5	4	4	6.5	-3
CCN1C(c2ccccc2)=C(c2ccccc2)S/C1=C\C=C1/SC(=S)N(C)C1=O	7	0.1	-11	-5	7	-22	-2	1.2	-1
O=C(CSC1=NS(=O)(=O)c2ccccc2N1)Nc1cccc(F)c1	0	0.1	10	7	0	-5	-8	-2.6	1
NC(=O)CC(NC(=O)Cc1ccc(Br)cc1)c1ccc(NCc2ccc(F)c(F)c2)c([N+](=O)[O-])c1 (stereo not given)	-6	0.0	-9	-11	-1	-39	17*	5.1	4
OCCNc1nc(N2CCN(Cc3ccccc3)CC2)nc2ccccc12	-4	-0.2	2	20	2	23	0	1.1	1
COc1ccc(NC(=O)CSc2nc3sc(C)c(C)c3c(=O)n2Cc2ccco2)cc1	-1	0.0	4	-5	2	18	0	3.2	-2
CN(C(=O)CSc1nnn(C)n1)c1ccccc1	0	-0.2	9	1	-8	-1	3	0.4	-4
C=CCOc1ccc(/C(O)=C2\C(=O)C(=O)N(CCOC)C2c2cccnc2)cc1 (stereo not given)	-5	-0.1	11	-24	0	16	-2	2.1	5
Cc1ccc(C)c(NC(=O)c2cc(=O)c3ccccc3o2)c1	-4	0.0	-3	-1	-10	11	-1	1.0	6
CSc1ccc(CC(=O)N2CCC(n3nccc3NC(=O)C3CC3)CC2)cc1	-2	0.0	-2	-12	9	-2	-3	1.2	-2
c1csc(-c2csc3ncnc(NCCCN4CCOCC4)c23)c1	2	0.1	-11	-8	-1	13	-1	1.0	3
Cc1c(NC(=S)N/N=C/c2ccc(Br)cc2)c(=O)n(-c2ccccc2)n1C	0	-0.1	-4	0	8	-5	-2	1.5	5
O=C(Nc1ccc(C(=O)N2CCOCC2)cc1)Nc1cccc2ccccc12	4	0.3	-8	0	-4	21	-6	1.5	-5
O=C1NN(c2ccc(F)cc2)C(=O)/C1=C\c1cnn(-c2ccccc2)c1	0	0.0	2	-2	7	2	2	-0.7	-2
CC1CCN(S(=O)(=O)c2ccc(NC(=O)CN3CCOCC3)cc2)CC1	-1	-0.4	11	10	2	4	-3	-0.5	2
O=C1NCCO1	-3	-0.1	0	19	7	8	-1	-1.0	4
O=C(CNC(=S)N(CCCN1CCOCC1)Cc1cccs1)NCCN1CCOCC1	0	-0.1	-3	-8	-2	2	0	1.9	-3
COc1ccccc1OCc1ccc(C(=O)NN)cc1	-3	0.0	7	14	-1	-3	5	1.1	-5
CC(OC(=O)C1CCN(c2ccc(C(F)(F)F)cn2)CC1)C(=O)Nc1cccc([N+](=O)[O-])c1 (stereo not given)	.	0.0	.	-6	.	16	5	8.3	.
CCCCOC(=O)C1=C(C)Nc2ncnn2C1c1ccc(OCC)c(OC)c1 (stereo not given)	-1	0.0	-5	9	4	1	0	-0.1	3
CC(=O)Nc1cc(-c2nn(CC(=O)N3CCCCC3)c(=O)c3ccccc23)ccc1N1CCOCC1	-1	0.1	-15	-15	1	18	-1	2.7	6
O=C(CSc1nc2ccc(Cl)cc2[nH]1)NCCc1ccccc1	-1	0.6	-13	2	-3	-4	1	-0.4	2
CC(C)c1ccc(C(C)NC(=O)C2CCCC2)cc1 (stereo not given)	0	-0.1	-7	-15	-8	15	-2	4.0	-2
CC1=CN2C(=N)/C(=C/c3cn(CCCOc4ccccc4C)c4ccccc34)C(=O)N=C2S1	0	-0.1	10	1	4	3	0	0.0	3
N/C(=N\OC(=O)Cc1ccccc1[N+](=O)[O-])c1ccc(Br)cc1	-4	-0.1	4	1	-3	15	6	-0.3	1

Further structures follow.
SMILES	TPT1 inh	Efflux pump inh	EBNA-1 inhibitor	ZTA counter	HCV core dimer	PREPL inhibitor	PP1 counter	PP5 primary	CTSL1 counter
Cc1ccc(-c2nnn(CC(=O)O)n2)cc1	-1	0.1	12	16	-4	-4	-1	-1.3	-4
COc1ccccc1C(CNC(=O)c1ccc(-c2ccccc2Cl)o1)N1CCCC1 (stereo not given)	4	-0.1	-3	-4	-2	39	-2	0.8	-3
Cc1noc(C)c1COC(=O)c1cccnc1SCC(=O)Nc1ccc2c(c1)OCO2	1	-0.1	-7	1	-5	9	5	2.8	-1
Cc1cc(C(=O)Nc2cccc(C)c2C)n(-c2ccccc2)n1	-1	-0.2	-5	7	0	11	-3	0.5	-7
Cc1nc(Nc2ccc(S(N)(=O)=O)cc2)oc1C	-1	-0.1	3	2	0	-11	1	1.2	-3
OCC[C@@H]1C[C@H](O)[C@@H](O)[C@]2(CCCO2)O1	-1	0.1	-15	0	-4	8	-3	4.6	0
O=C(/C=C/c1ccc(Br)o1)NCc1ccccc1	-3	0.3	-5	12	13	0	6	-1.6	8
CCC(C)[C@H](NC(=O)N1CC(=O)Nc2ccccc21)C(=O)N[C@H](C(=O)O)c1ccccc1 (stereo not given in full)	-1	0.0	8	-3	13	-1	1	0.4	-3
COc1ccc(Cl)cc1C(=O)NCCS(=O)(=O)N1CCN(c2ccccc2F)CC1	0	0.0	-1	2	2	-48	1	2.4	3
O=C(Cc1ccc(Br)cc1)NC1CCSC1=O (stereo not given)	-3	0.1	6	11	4	0	-4	1.3	-2
O=C(COc1ccccc1[N+](=O)[O-])N1CCN(c2ccccn2)CC1	0	0.1	2	0	3	1	-9	-2.3	1
CCN(CC)S(=O)(=O)c1ccc2oc(SCC(=O)NC3CC3)nc2c1	0	0.1	5	10	11	2	6	-3.0	-5
O=C(Cc1ccccc1)Nc1ccc(C(=O)O)cc1	1	0.1	1	-7	-5	6	-3	0.9	-4
COc1cc(NC2=Nc3cccc4cccc2c34)cc(OC)c1OC	31*	3.4	16	5	-10	12	-3	2.8	3
Cc1cc(C)n(CCCNC(=O)Cn2nnnc2CN2C[C@@H](C)O[C@@H](C)C2)n1	-1	-0.2	2	-17	-1	1	0	0.7	-4
O=C(CCC(=O)Nc1nnc(C2CCCCC2)s1)NCc1ccccc1	0	0.0	-13	4	-2	-5	-4	1.2	-3
O=C(NCc1ccc(F)cc1)C1CCCN1C(=O)Nc1cccc(F)c1 (stereo not given)	-1	0.0	-1	0	6	-5	-3	-2.6	-4
CC(C)(C)c1ccc(C(=O)NNc2cc(Cl)cc(Cl)c2)cc1	-5	0.0	7	-16	-3	0	4	1.6	-3
CCN(CC)S(=O)(=O)c1ccc(C(=O)NCCCN=C2NS(=O)(=O)c3ccccc32)cc1	0	-0.1	-3	-16	-4	-7	-3	0.9	0
CN(C)/C=C1\C(=O)N(c2ccc([N+](=O)[O-])cc2)N=C1c1ccccc1	2	0.1	4	6	9	6	22*	2.8	5
CC1CCc2c(sc3nc(CN4CCN(S(=O)(=O)c5ccccc5[N+](=O)[O-])CC4)[nH]c(=O)c23)C1 (stereo not given)	3	0.2	-13	-7	11	2	16*	5.8	-4
O=c1[nH]c2cc3c(cc2cc1CN(Cc1cccs1)Cc1nnnn1Cc1ccco1)OCCO3	31*	0.2	-6	8	29	1	9	1.2	1

For reference, some entries already given:
SMILES	TPT1 inh	Efflux pump inh	EBNA-1 inhibitor	ZTA counter	HCV core dimer	PREPL inhibitor	PP1 counter	PP5 primary	CTSL1 counter
CCN(CC)S(=O)(=O)c1ccc(C(=O)NCCCN=C2NS(=O)(=O)c3ccccc32)cc1	0	-0.1	-3	-16	-4	-7	-3	0.9	0
CN(C)/C=C1\C(=O)N(c2ccc([N+](=O)[O-])cc2)N=C1c1ccccc1	2	0.1	4	6	9	6	22*	2.8	5
CC1CCc2c(sc3nc(CN4CCN(S(=O)(=O)c5ccccc5[N+](=O)[O-])CC4)[nH]c(=O)c23)C1 (stereo not given)	3	0.2	-13	-7	11	2	16*	5.8	-4
O=c1[nH]c2cc3c(cc2cc1CN(Cc1cccs1)Cc1nnnn1Cc1ccco1)OCCO3	31*	0.2	-6	8	29	1	9	1.2	1

Screening results as filed in PubChem BioAssay.
